HepG2 viability: qHTS for Inhibitors of TGF-b: Cytotox Counterscreen. HepG2 CAGA-GFP viability, ATP luminescence, 18 h. Potency, µM (titrated, usually from 46.1 µM), inactives show at the top dose activity change, negative = cytotoxicity, most hits filed as cytotoxic. 410,000 tested, 0.76% active. AID 588856, 2011; note: some results filed as inactive show a strong effect at the top dose
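CellTiter-Glo luminescence gave cytotoxicity after 18 hours at 37 degrees C. The cells were HepG2 CAGA-GFP in 1% FBS DMEM, stimulated with 500 pg/mL TGF-beta after compound addition. %Activity was normalised to no-cell wells (complete cell-killing) and DMSO (no toxicity), and curves were fitted and classified.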
MCF10A rerep: A quantitative high throughput screen for small molecules that induce DNA re-replication in MCF 10a normal breast cells. MCF 10A DNA re-replication, Hoechst nuclear intensity, 48 h. 350,000 tested, 2.9% active. Potency, µM (highest dose often 46.1 µM), without a hit: top-dose activity, positive = re-replication, most hits filed as activators; note: % of control where 0% means no effect; nearly all actives have a fitted effect of over 50% in size
A549 tox: Nrf2 qHTS screen for inhibitors: counterscreen for cytotoxicity; A549 ARE-Fluc cells, CellTiter-Fluor viability, 18-24 h; Potency, µM (series often up to 46 µM), for inactives: top-dose activity change, negative = cytotoxicity, hits mostly inhibitors; 390,000 tested, 0.16% active; AID 504648, 2011; note: % is set by controls: 0 for no effect and ±100 for the full control effect
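Cytotoxicity counterscreen: CellTiter-Fluor fluorescence was measured in A549 ARE_Fluc cells after 18-24 h of compound exposure in a concentration series. The subsequent BugLite luminescent read reports ARE-luciferase activity.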
ATXN2 expr inh: Primary qHTS for Inhibitors of ATXN expression; Potency, µM (top dose mostly 57 µM), inactives show top-dose activity change, negative = inhibition, hits mostly inhibitors; AID 1745845, 2022; 360,000 tested, 0.72% active; HEK-293 ATXN2-luciferase reporter, luminescence, 24 h; note: % is set by controls: 0 for no effect and ±100 for the full control effect; nearly all actives have a fitted effect of over 55% in size
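ATXN2-luciferase reporter cells (luciferase flanked by upstream and downstream ATXN2 gene portions) were treated 24 h at 37 °C with compounds at up to 57 uM. SteadyGlo luminescence gave expression; GF-AFC fluorescence gave viability.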
ATXN viability: Viability Counterscreen for Primary qHTS for Inhibitors of ATXN expression. S2 cells (HEK-293 line with an ATXN2-luciferase reporter) viability, CellTiter-Fluor protease fluorescence, 24 h. Potency, µM (doses to about 56.7 µM), actives largely listed as cytotoxic. 400,000 tested, 0.49% active; note: nearly all actives have a fitted effect of over 40% in size
Nrf2 block: Nrf2 qHTS screen for inhibitors | 360,000 tested, 2.1% active | A549 ARE-Fluc reporter, luciferase luminescence, 18-24 h | Potency, µM (doses to about 46 µM), without a hit: at the top dose activity change, negative = inhibition, actives largely listed as inhibitors | AID 504444, 2011; note: % is set by controls: 0 for no effect and ±100 for the full control effect; nearly all actives have a fitted effect of over 60% in size
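A549 ARE_Fluc cells, 5000/well, 5% FBS OPTI-MEM; compounds in dose-response, 18-24 h at 37 °C/5% CO2; CellTiter-Fluor viability read (Ex 405/Em 525), then BugLite luciferase luminescence = Nrf2 activity.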
TGFb SMAD3 inh: qHTS for Inhibitors of TGF-b; HepG2 CAGA-GFP TGF-b/SMAD3 reporter, GFP fluorescence, 18 h; TGF-beta stimulated, 500 pg/mL final; Potency, µM (titrated, usually from 46.1 µM), without a hit: top-dose activity, negative = inhibition, most hits filed as inhibitors; 410,000 tested, 1.2% active; AID 588855, 2011; note: % is set by controls: 0 for no effect and ±100 for the full control effect; nearly all actives have a fitted effect of over 65% in size
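HEPG2 CAGA-GFP, 1000 cells/well; 2 h settle, 37 C; cpd via pin tool; TGF-b 500 pg/mL final; 18 h, 37 C; GFP imaging ex488/em500-530; %Activity normalised to -TGF-b and +DMSO controls; CRC fit, curve class.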
Nrf2 ARE act: qHTS of Nrf2 Activators | AREc32 ARE-luciferase reporter (MCF7-derived line), luminescence, 24 h | 410,000 tested, 0.31% active | Potency, µM (highest dose often 46.1 µM), without a hit: at the top dose activation, actives largely listed as activators; note: % of control where 0% means no effect; nearly all actives have a fitted effect of over 65% in size
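Quantitative high-throughput format: AREc32 reporter cells, 1000 per well, received compound by pin transfer and were incubated 24 hr at 37 deg C, 5% CO2, before Steady-Glo luminescence detection.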
EPAC2 antagonist: qHTS for Antagonist of cAMP-regulated guanine nucleotide exchange factor 2 (EPAC2): primary screen. Rap guanine nucleotide exchange factor 4 (Homo sapiens), Q8WZA2. EPAC2 GEF exchange of Rap1B-BODIPY-GDP, fluorescence. AID 720708, 2013. Potency, µM (titrated, usually from 114 µM), for the others: at the top dose activity, negative = inhibition, actives largely listed as inhibitors. 360,000 tested, 0.18% active; note: % is set by controls: 0 for no effect and ±100 for the full control effect; nearly all actives have a fitted effect of over 45% in size; many of its hits are not listed in these tables
Target sequence (Q8WZA2 whole entry, looked up): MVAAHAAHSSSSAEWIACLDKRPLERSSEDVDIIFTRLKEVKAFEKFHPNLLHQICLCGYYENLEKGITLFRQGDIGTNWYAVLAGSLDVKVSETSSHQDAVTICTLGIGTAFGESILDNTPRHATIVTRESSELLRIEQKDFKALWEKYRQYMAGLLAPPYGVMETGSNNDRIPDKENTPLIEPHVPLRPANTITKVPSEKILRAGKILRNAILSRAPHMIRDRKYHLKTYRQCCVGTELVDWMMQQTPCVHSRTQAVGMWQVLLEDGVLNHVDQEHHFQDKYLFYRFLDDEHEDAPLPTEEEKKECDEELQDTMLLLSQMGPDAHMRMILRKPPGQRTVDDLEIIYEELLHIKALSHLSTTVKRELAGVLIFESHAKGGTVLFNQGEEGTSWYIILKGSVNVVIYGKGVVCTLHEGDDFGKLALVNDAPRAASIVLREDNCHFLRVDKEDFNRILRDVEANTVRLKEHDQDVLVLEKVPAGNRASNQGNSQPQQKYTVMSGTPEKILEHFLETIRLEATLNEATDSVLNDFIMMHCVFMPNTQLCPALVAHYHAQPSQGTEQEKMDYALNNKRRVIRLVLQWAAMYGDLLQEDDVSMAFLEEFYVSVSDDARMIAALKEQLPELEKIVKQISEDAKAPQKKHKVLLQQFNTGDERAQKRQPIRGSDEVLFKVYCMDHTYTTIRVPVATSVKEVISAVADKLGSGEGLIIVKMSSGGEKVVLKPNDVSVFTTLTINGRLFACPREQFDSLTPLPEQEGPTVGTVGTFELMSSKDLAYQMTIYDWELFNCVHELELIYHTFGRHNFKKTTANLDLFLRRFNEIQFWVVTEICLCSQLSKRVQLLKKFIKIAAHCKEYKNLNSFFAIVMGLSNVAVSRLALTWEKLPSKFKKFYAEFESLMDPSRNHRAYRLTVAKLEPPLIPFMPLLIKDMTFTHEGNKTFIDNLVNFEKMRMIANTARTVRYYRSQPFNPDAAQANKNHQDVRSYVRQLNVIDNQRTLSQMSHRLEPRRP
An asterisk follows results filed as active; i = inactive; u = inconclusive; x = not tested or not shown; [ ] = another dose, or the depositor's remark. Calls come from the whole dose curve; as a rule, active = well fitted curve in the direction sought with a large enough effect; inconclusive = small, poorly fitted or top-dose-only effect, or another doubt; inactive = no such curve, though single readings can be large; an effect the other way counts as inactive or inconclusive. Potency is the fitted concentration of half-maximal effect. Not all compounds are listed; rates above refer to the full screens.

1	O=C(c1cc2c(ccc3ccccc32)o1)N1CCN(c2ncc(C(F)(F)F)cc2Cl)CC1
2	COc1ccc2c(=O)cc(-c3cccnc3)oc2c1OC
3	CCn1c(SCC(=O)NC2CCCc3ccccc32)nnc1-c1ccncc1 (stereo not drawn)
4	CCn1c(=O)c(C(=O)NCCc2ccccc2)c(O)c2ccccc21
5	Cc1cc(O)c(C(c2cccc(F)c2)N2CCC(C)CC2)c(=O)n1Cc1ccco1 (stereo not drawn)
6	CCC(NC(=O)Cn1cnc2c(=O)n(C)c(=O)n(C)c21)c1ccccc1 (stereo not drawn)
7	O=C(c1ccc(F)cc1)n1nc(-c2cccnc2)nc1NCc1ccccc1
8	N#Cc1c(SCC(=O)O)nc(N2CCCCC2)c2c1CCCC2
Compound	1	2	3	4	5	6	7	8
HepG2 viability	8%	5%	-8%	-3%	-1%	-1%	0%	-31%
Nrf2 block	7%	2%	-17%	u	x	5%	-11%	12%
ATXN viability	i	i	i	i	x	i	i	i
ATXN2 expr inh	-12%	64%[activator]	4%	-7%	x	-5%	-8%	1%
A549 tox	-1%	1%	-1%	-2%	14%	0%	2%	2%
Nrf2 ARE act	-0.8%	2.4%	-0.3%	5.1%	0.0%	-0.1%	0.4%	0.3%
MCF10A rerep	-3%	-11%	6%	u	x	-178%[0.0737 µM]	x	19%
EPAC2 antagonist	3%	12%	3%	1%	x	1%	x	3%
TGFb SMAD3 inh	31%[activator]	0%	-16%	-13%	37%[activator]	-24%	3%	-7%

9	COc1cccc(-n2cn[nH]c2=S)c1
10	CCOCCn1ccc2c(OCC(=O)Nc3cc(C)cc(C)c3)cccc2c1=O
11	O=C(NC1(C(F)(F)F)NC(=O)N(C2CCCC2)C1=O)C1CC1 (stereo not drawn)
12	COc1ccc(CCNC(=O)c2ccc3c(c2)OCO3)cc1
13	Cc1cc(CN2CCC(n3nccc3NC(=O)c3ccccc3Cl)CC2)cc(C)c1O
14	Cc1ccc2c(CC(=O)OCC(=O)Nc3ccc(Cl)cn3)coc2c1
15	COc1ccc(S(=O)(=O)N=C2C=C(C)C(=O)C(C)=C2)cc1
16	COCCCNC(=S)N1CCCN(c2nc3cc(C)ccc3cc2C#N)CC1
Compound	9	10	11	12	13	14	15	16
HepG2 viability	6%	-23%	16%	17%	-3%	6%	-1%	-9%
Nrf2 block	20%	x	-3%	u	3%	20%	-13%	16µM*
ATXN viability	x	i	i	i	i	i	i	i
ATXN2 expr inh	x	-7%	-4%	19%	x	-7%	-7%	x
A549 tox	1%	-3%	-15%	-8%	-5%	2%	-1%	-12%
Nrf2 ARE act	0.3%	-0.2%	-1.3%	0.2%	-0.1%	-0.4%	-0.6%	3.2%
MCF10A rerep	0%	x	-5%	10%	4%	-2%	2%	u
EPAC2 antagonist	5%	x	-2%	2%	8%	-2%	5%	6%
TGFb SMAD3 inh	8%	-28%	16%	9%	14%	20%	4%	u

17	Cn1c(CNc2ccccc2)cc(=O)n(C)c1=O
18	Cc1cc(C(=O)COC(=O)c2ccc(N)c([N+](=O)[O-])c2)c(C)n1-c1ccc2c(c1)OCO2
19	O=C(NCCc1ccccc1)C1CCN(S(=O)(=O)c2ccc(-c3nn[nH]n3)cc2)CC1
20	CCOCCn1c(CN2CCCCC2)nc2c1c(=O)n(C)c(=O)n2C
21	Cc1cccc(CN2CCN(CC(=O)N3CCCC3)C2=O)c1
22	CCCCOc1ccc(/C(O)=C2/C(=O)C(=O)N(CCN(C)C)C2c2ccc(O)c(OC)c2)cc1 (stereo not drawn)
23	C=CCN1C(=O)CSC1=Nc1ccc(O)cc1
24	CCCCn1c(=NC(=O)c2cccnc2)c(C(=O)OCC)cc2c(=O)n3ccccc3nc21
Compound	17	18	19	20	21	22	23	24
HepG2 viability	7%	-2%	1%	-7%	2%	0%	4%	-2%
Nrf2 block	-1%	5.8µM*	4%	14%	-18%	14%	u	-10%
ATXN viability	i	u	u	i	i	i	i	i
ATXN2 expr inh	-3%	x	-3%	4%	-3%	-6%	-19%	-4%
A549 tox	-7%	-11%	-1%	-4%	-10%	-10%	-9%	5%
Nrf2 ARE act	0.3%	6.0%	-1.3%	-0.9%	-0.4%	0.0%	0.0%	-0.7%
MCF10A rerep	-2%	2%	-2%	1%	5%	u	u	-9%
EPAC2 antagonist	13%	-2%	1%	0%	-4%	3%	-1%	15%
TGFb SMAD3 inh	-2%	-20%	0%	-9%	16%	1%	12%	13%

In the list so far, 6 have a halogen:
1	O=C(c1cc2c(ccc3ccccc32)o1)N1CCN(c2ncc(C(F)(F)F)cc2Cl)CC1
5	Cc1cc(O)c(C(c2cccc(F)c2)N2CCC(C)CC2)c(=O)n1Cc1ccco1 (stereo not drawn)
7	O=C(c1ccc(F)cc1)n1nc(-c2cccnc2)nc1NCc1ccccc1
11	O=C(NC1(C(F)(F)F)NC(=O)N(C2CCCC2)C1=O)C1CC1 (stereo not drawn)
13	Cc1cc(CN2CCC(n3nccc3NC(=O)c3ccccc3Cl)CC2)cc(C)c1O
14	Cc1ccc2c(CC(=O)OCC(=O)Nc3ccc(Cl)cn3)coc2c1
Compound	1	5	7	11	13	14
HepG2 viability	8%	-1%	0%	16%	-3%	6%
Nrf2 block	7%	x	-11%	-3%	3%	20%
ATXN viability	i	x	i	i	i	i
ATXN2 expr inh	-12%	x	-8%	-4%	x	-7%
A549 tox	-1%	14%	2%	-15%	-5%	2%
Nrf2 ARE act	-0.8%	0.0%	0.4%	-1.3%	-0.1%	-0.4%
MCF10A rerep	-3%	x	x	-5%	4%	-2%
EPAC2 antagonist	3%	x	x	-2%	8%	-2%
TGFb SMAD3 inh	31%[activator]	37%[activator]	3%	16%	14%	20%

(further entries)
25	COC(=O)C1=CN(CC2CCCO2)C=C(C(=O)OC)C1c1cccc(O)c1 (stereo not drawn)
26	CCC(=O)N1CCc2cc(S(=O)(=O)NCCC(=O)Nc3cc(C)cc(C)c3)ccc21
27	Oc1ccc2c(c1)C1CCCC1(N1CCOCC1)O2 (stereo not drawn)
28	CCc1c(C(=O)Nc2ccccc2C(N)=O)csc1C
29	O=S1(=O)c2ccccc2N(Cc2ccccc2Cl)c2ccccc21
30	COc1cc([N+](=O)[O-])ccc1NC(=O)C1C2C=CC(C2)C1C(=O)O (stereo not drawn)
31	CCCCOC(=O)CSc1nc(N)c(C#N)c(-c2ccc(OCC)cc2)c1C#N
32	O=C(O)c1cc(NN=Nc2cccc(S(=O)(=O)O)c2)cc([N+](=O)[O-])c1
Compound	25	26	27	28	29	30	31	32
HepG2 viability	-2%	2%	-20%	0%	-4%	8%	3%	-1%
Nrf2 block	-6%	-16%	3%	u	-8%	-21%	12%	2%
ATXN viability	x	u	i	i	i	u	u	i
ATXN2 expr inh	12%[11.3 µM]	4%	2%	98%[activator]	-6%	x	0%	x
A549 tox	11%	4%	-10%	1%	13%	-20%	-2%	-12%
Nrf2 ARE act	-0.8%	3.1%	2.4%	0.7%	0.3%	-1.0%	0.3%	-0.4%
MCF10A rerep	-7%	8%	7%	-1%	x	3%	-14%	-1%
EPAC2 antagonist	4%	2%	10%	-8%	x	-1%	3%	-24%
TGFb SMAD3 inh	5%	5%	-7%	-28%	-6%	-2%	7%	3%

33	CC(CC(=O)Nc1nnc(C(C)(C)C)s1)c1ccccc1 (stereo not drawn)
34	Cc1ccc(-c2nc3c(cnn3-c3ccccc3)c(=O)n2-c2ccc(Cl)cc2)cc1
35	Cc1ccc(S(=O)(=O)N(C)c2ccc3sc(C)nc3c2)cc1
36	CCOc1ccccc1N1Cc2ccccc2C1
37	Cc1ccc([N+](=O)[O-])c(Oc2ncnc3c2oc2ccccc23)c1
38	Cc1ccc(NCc2nc3ccccc3n2C)c(C)c1
39	O=C(O)c1cccc(S(=O)(=O)NCC2COc3ccccc3O2)c1 (stereo not drawn)
40	COc1cc(/C=C/c2nc(C#N)c(NC(C)c3ccccc3)o2)cc(OC)c1OC (stereo not drawn)
41	Cc1ccc(CN2CCN(Cc3cnc(N4CCOCC4)s3)CC2CCO)o1 (stereo not drawn)
42	CCOC(=O)N1CCN(C2=C(NS(=O)(=O)c3ccc(NC(C)=O)cc3)C(=O)c3ccccc3C2=O)CC1
43	O=C(Cn1nc(C(=O)O)c2ccccc2c1=O)Nc1cc(Cl)cc(Cl)c1
Compound	33	34	35	36	37	38	39	40	41	42	43
HepG2 viability	-9%	-25%	-24%	-4%	-6%	-25%	-22%	-37%	10%	-63%	-18%
Nrf2 block	-11%	-10%	-10%	-5%	x	u	6%	u	5%	-3%	u
ATXN viability	i	i	u	i	i	i	i	x	i	i	i
ATXN2 expr inh	x	2%	-28%	-17%	26%	34%[activator]	-4%	x	5%	x	-14%
A549 tox	-8%	3%	-3%	-10%	2%	5%	13%	0%	-3%	0%	6%
Nrf2 ARE act	-0.4%	3.3%	-0.7%	0.7%	7.4%	-1.1%	-0.7%	0.8%	0.5%	0.0%	3.4%
MCF10A rerep	-2%	x	9.2µM*	10%	x	u	-40%[inhibitor]	x	-2%	u	u
EPAC2 antagonist	27%	x	-9%	-1%	x	-30%	8%	x	3%	-8%	-3%
TGFb SMAD3 inh	-1%	u	-21%	2%	1%	-7%	25%	u	2%	u	1%

Screening results as filed in PubChem BioAssay.
